# Compound activity as filed in PubChem BioAssay.
# PKA-R2B activ – activators of PKA-R2B holoenzyme, primary screen, biochemical, fluorescence polarization, Cy5-IP20, human; AID 504700, 2011; actives 0.079% (n = 340,000); activation, % at 11.4 µM; cAMP-dependent protein kinase catalytic subunit beta (Homo sapiens) + cAMP-dependent …; PKA-R2B holoenzyme dissociation; R2B truncated from residue 108, S112A mutant; 0% DMSO only, 100% 113 µM cGMP;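 active = activation above a cutoff set at the mean over all compounds plus 3 SD, cut at about 18% in these data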;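 also: higher means more holoenzyme dissociation and a rise in polarization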
# Target sequence (P31323 whole entry, looked up, other chains not shown, the tested form may be a part): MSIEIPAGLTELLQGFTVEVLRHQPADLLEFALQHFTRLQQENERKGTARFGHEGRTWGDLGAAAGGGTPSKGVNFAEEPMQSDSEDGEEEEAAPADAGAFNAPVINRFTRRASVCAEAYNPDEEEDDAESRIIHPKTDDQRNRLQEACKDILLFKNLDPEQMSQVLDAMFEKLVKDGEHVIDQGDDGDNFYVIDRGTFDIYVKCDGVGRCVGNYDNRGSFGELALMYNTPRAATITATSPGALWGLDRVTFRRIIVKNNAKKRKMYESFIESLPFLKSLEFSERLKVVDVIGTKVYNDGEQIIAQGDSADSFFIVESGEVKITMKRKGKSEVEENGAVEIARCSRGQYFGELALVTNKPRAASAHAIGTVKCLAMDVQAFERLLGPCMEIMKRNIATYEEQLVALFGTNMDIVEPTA
# CDK5 inh – inhibitors of human CDK5/p35 kinase, primary screen, biochemical, single concentration | Recombinant CDK5/p35, ADP-Glo luminescence, 60 min | inhibition, % at 10 µM | actives 0.01% (n = 330,000) | AID 488839, 2010;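 active = highest replicate inhibition of at least 50% and at least 75% of replicates reaching 50%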;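 also: plate controls were DMSO neutral control for no effect and GW8510 at 10 µM for full effect; many of its hits are not listed in these tables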
# Target sequence (Q00535 whole entry, looked up): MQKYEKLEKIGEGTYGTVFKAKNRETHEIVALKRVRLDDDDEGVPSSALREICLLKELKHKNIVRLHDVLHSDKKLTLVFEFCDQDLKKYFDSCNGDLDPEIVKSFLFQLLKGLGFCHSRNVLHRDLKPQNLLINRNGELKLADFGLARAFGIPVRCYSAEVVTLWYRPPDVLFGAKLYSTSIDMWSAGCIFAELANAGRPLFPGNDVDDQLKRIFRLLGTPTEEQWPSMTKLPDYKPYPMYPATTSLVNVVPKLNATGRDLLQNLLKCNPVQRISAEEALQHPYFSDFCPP
# Target sequence (Q15078 whole entry, looked up): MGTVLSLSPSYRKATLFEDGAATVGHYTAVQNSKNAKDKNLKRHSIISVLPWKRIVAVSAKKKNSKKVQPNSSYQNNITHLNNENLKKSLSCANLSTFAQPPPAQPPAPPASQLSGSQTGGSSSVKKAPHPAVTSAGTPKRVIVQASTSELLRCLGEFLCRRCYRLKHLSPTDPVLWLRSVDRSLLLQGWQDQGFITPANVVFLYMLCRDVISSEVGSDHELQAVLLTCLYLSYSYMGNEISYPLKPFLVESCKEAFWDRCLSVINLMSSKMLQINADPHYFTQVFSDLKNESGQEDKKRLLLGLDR
# Mot1-301 SUMO – yeast Mot1-301 growth rescue at high temperature, primary screen, SUMOylation pathway inhibitor project, S. cerevisiae, ATP luminescence, 38.5C; actives 1% (n = 320,000); S. cerevisiae Mot1-301 growth rescue; percent above DMSO median, 100 means doubled; growth rescue, % at 18.8 µM; AID 2716, 2010;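 active = every valid replicate shows activation above 250% relative to neutral control wells; inactive = the rest, any valid replicate at or below 250%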;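 also: OY570 slx delta 5 strain wells were the positive control but not used for scaling; some compounds called inactive have numbers as strong as hits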
# dFosB activator – activators of delta FosB homodimer, primary screen, biochemical, fluorescence polarization, TAMRA-CDK5 oligo, single point | purified delta FosB; percent of positive-control signal above neutral wells | activation, % at 25 µM | actives 0.99% (n = 340,000) | Protein FosB (Mus musculus), P13346;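 active = mean activation above about 17%, with every replicate also reaching it, limit read from the data, passing the limit was not always enough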;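 also: fluorescence polarization rise as delta FosB binds a TAMRA Cdk5 AP-1 oligo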
# NSD2 inh – NSD2 histone methyltransferase inhibitors, primary screen, biochemical, AlphaScreen, single concentration, set 2; inhibition, % at 12.5 µM; Histone-lysine N-methyltransferase NSD2 (Homo sapiens), O96028; NSD2 peptide methylation, 120 min; actives 0.54% (n = 310,000); in the data active = inhibition above about 50%
# Arrestin-AP2 inh – inhibitors of beta-arrestin/AP2 binding, primary screen, biochemical, GPCR trafficking, flow cytometry; inhibition, % at 10 µM; FITC-arrestin peptide / GST-AP2 beads; AP2 beta2 appendage carries R879A mutation; actives 0.31% (n = 340,000); AID 504490, 2011;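 active = inhibition above a set limit, near 3 SD of compounds lacking own fluorescence, cut at about 54% in these data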;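 also: plate controls were DMSO wells for no effect and 5 µM unlabelled arrestin peptide for full effect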
#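 Material – AP2 appendage R879A on GSH beads · Buffer or medium – PBS with 0.05% Tween 20 and 0.1% BSA · Probe or stimulus – fluorescein-tagged arrestin peptide at 50 nM final · Incubation – compound with beads 12 min RT, then probe 1 h RT · Detection – high-throughput flow cytometry of beads, ex 488, em 535 nm · Evaluation – percent response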
# MITF TRPM1 HTS – activators of MITF-driven TRPM1 promoter reporter, primary screen, cell-based, SK-MEL-5, luciferase, single point; SK-MEL-5 TRPM1-promoter luciferase, 24 h; % of positive control, neutral wells = 0; activation, % at 12.5 µM; actives 0.75% (n = 300,000); AID 588334, 2011;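 active = mean activation of at least 80% with every replicate also reaching 80%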;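 also: 0% = neutral control wells and 100% = parthenolide positive control wells; values of inactives mirror those of a sister screen read the other way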
# SR-BI DiI inh – inhibitors of SR-BI mediated HDL lipid uptake, primary screen, ldlA[mSR-BI] cells, fluorescence, single point | inhibition, % at 12.5 µM | Scavenger receptor class B member 1 (Mus musculus), Q61009 | actives 0.96% (n = 320,000) | ldlA[mSR-BI] CHO cells, DiI-HDL uptake fluorescence, 3 h;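 active = mean replicate inhibition of at least 70% and a set share of replicates each scoring 70 or more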;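 also: 0% = median of neutral control wells and 100% = median of positive control wells; values of inactives mirror those of a sister screen read the other way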
# SR-BI DiI-HDL act – activators of SR-BI mediated DiI-HDL uptake, primary screen, ldlA[mSR-BI] CHO cells, DiI fluorescence; 3 h; 100 = double the neutral-control signal; activation, % at 12.5 µM; actives 0.096% (n = 320,000); AID 504775, 2011;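 active = mean replicate activation of at least 60% and every replicate at or above 60%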;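 also: 0% = median plate neutral-control signal and 100% = twice that signal; values of inactives mirror those of a sister screen read the other way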
#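 Test system: SR-BI-overexpressing, LDLR-lacking CHO cells. Measured by: DiI fluorescence, bottom read. Medium: Ham's F12 with 0.5% BSA, HEPES 25 mM, pH 7.4. Timing: 3 h uptake period with compound, 37 °C.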
# PKA-R1A act – activators of PKA-R1A holoenzyme, primary screen, biochemical, fluorescence polarization, Cy5-IP20, bovine R1A, mouse PKAc | PKA-R1A dissociation; scaled: DMSO 0%, 113 µM cGMP 100% | activation, % at 11.4 µM | cAMP-dependent protein kinase type I-alpha regulatory subunit (Bos taurus) + … | actives 0.083% (n = 340,000);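 active = percent activation above the mean of all tested compounds plus 3 SD, cut at about 19% in these data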;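 also: higher means more PKAc released from R1A so a rise in polarization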
# Pemphigus Ab inh – inhibitors of pemphigus antibody binding to DSG3, primary screen, biochemical, bead-based, flow cytometry, scFv-GFP | DSG3-coupled beads, scFv-anti-DSG3-GFP binding; stronger effect = lower value | Desmoglein-3 (Homo sapiens), P32926 | actives 0.48% (n = 310,000) | binding (percent of control), % at 10 µM | AID 588358, 2011;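 active = binding more than 3 SD below its plate's average and above zero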;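 also: hits lower antibody fragment binding to DSG3; some compounds called inactive have numbers as strong as hits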
# * = called active by the depositor; x = no result given.
PKA-R2B activ	CDK5 inh	Mot1-301 SUMO	Molecule	dFosB activator	NSD2 inh	Arrestin-AP2 inh	MITF TRPM1 HTS	SR-BI DiI inh	SR-BI DiI-HDL act	PKA-R1A act	Pemphigus Ab inh
-4	-1.5	-19	C=CC(COCc1ccccc1)N(Cc1ccccc1)S(=O)(=O)c1ccccc1Br (stereo not drawn)	-4	x	0	-5	-22	22	-8	106
-2	0.2	-3	CCOc1ccc(NC(=O)COC(=O)CSCC(=O)Nc2ccc(C)cc2C)cc1	-2	1	-15	6	-46	46	-5	x
0	-1.7	-12	COc1ccc(-c2cc(C#N)nc(N3CCNCC3)n2)cc1	-110	x	-1	x	5	-5	-3	102
-1	0.5	-11	COc1cccc(NC(=O)c2ccc(N3C(=O)C4CCC(C)CC4C3=O)cc2)c1 (stereo not drawn)	2	-5	0	4	54	-54	9	x
-2	0.6	10	Cc1cc2ncn(C(=O)c3c(-c4c(Cl)cccc4Cl)noc3C)c2cc1C	-11	1	3	-4	-27	27	-6	x
1	1.7	-2	O=C(CSc1nc(C2CC2)nc2ccccc12)N1c2ccccc2Sc2ccccc21	2	-2	3	-8	16	-16	-3	101
2	1.0	7	COC(=O)C1=CN(Cc2ccc(C)cc2)C=C(C(=O)OC)C1c1cc(OC)c(OC)c(OC)c1	-10	-10	-8	x	-5	5	8	105
-9	-0.1	24	Cc1ccccc1-c1ncc(CN2CCN(C3CCCCC3)C(CCO)C2)cn1 (stereo not drawn)	-10	1	-2	-2	x	x	-2	99
-3	-1.5	0	COc1ccc(CCN/C=C2/CC(=O)NC2=O)cc1OC	-4	4	3	-1	-10	10	-9	x
-7	3.7	48	Cc1nc2ccc(NC(=O)COc3ccccc3C)cc2s1	-7	1	-11	22	-11	11	2	105
4	-1.8	x	CCN(CCC(=O)Nc1cc([N+](=O)[O-])ccc1OC)Cc1ccccc1	-8	0	x	10	14	-14	5	97
4	-0.8	98	O=C(CCc1ccccc1)N1CCCC1	7	-7	4	x	-36	36	2	105
2	-0.7	19	CCCCCCCCCCS(=O)(=O)N/N=C/c1ccc([N+](=O)[O-])cc1	-14	3	3	-9	-10	10	2	101
3	-0.7	-4	CC(C)C[C@H](N)c1nnc(SCC(=O)Nc2ccc(Br)cc2)o1	-8	-6	3	-4	-10	10	0	x
4	-0.1	46	COc1ccc(-n2c(=O)[nH]cc(C(=O)N3CCc4ccccc43)c2=O)cc1	1	-2	1	-4	-19	19	-8	105
-13	0.5	-1	COCCNC(=O)c1onc(CSc2ccccn2)c1C(=O)NCCOC	5	x	4	2	-12	12	1	99
7	1.1	-14	O=C(CN1C(=O)c2ccccc2C1=O)NC1CCCCC1	-2	x	-13	-14	-8	8	7	x
3	-0.9	24	Cc1ccc(C)c(NC(=O)Cc2csc(-c3ccccc3)n2)c1	-6	-3	14	0	-9	9	-4	x
2	7.0	1	Cc1cc(NC(=O)c2cccc(Oc3ccccc3)c2)n[nH]1	-10	0	9	19	-10	10	-5	96
1	-2.0	5	O=C(NCC1CCCCC1)C1CCC(=O)N(CCc2cccc(F)c2)C1 (stereo not drawn)	-12	0	13	0	-2	2	-11	98

# Another view of two compounds above.
PKA-R2B activ,CDK5 inh,Mot1-301 SUMO,dFosB activator,NSD2 inh,Arrestin-AP2 inh,MITF TRPM1 HTS,SR-BI DiI inh,SR-BI DiI-HDL act,PKA-R1A act,Pemphigus Ab inh,Structure
-13,0.5,-1,5,x,4,2,-12,12,1,99,COCCNC(=O)c1onc(CSc2ccccn2)c1C(=O)NCCOC
7,1.1,-14,-2,x,-13,-14,-8,8,7,x,O=C(CN1C(=O)c2ccccc2C1=O)NC1CCCCC1

# Other structures.
PKA-R2B activ	CDK5 inh	Mot1-301 SUMO	Molecule	dFosB activator	NSD2 inh	Arrestin-AP2 inh	MITF TRPM1 HTS	SR-BI DiI inh	SR-BI DiI-HDL act	PKA-R1A act	Pemphigus Ab inh
-2	-1.1	-2	COc1ccccc1C(=O)Nc1nc2ccc(S(C)(=O)=O)cc2s1	-4	-6	0	60	43	-43	7	99
-4	0.2	4	Cc1ccccc1CNS(=O)(=O)c1csc(C(N)=O)c1	0	-1	-6	-6	-2	2	3	111
11	-0.4	5	Cc1cc(OCC(=O)OCC(=O)NC2CCCCCC2)ccc1Cl	-4	-4	-13	2	-9	9	4	87
4	-2.1	7	CCC(C)Nc1nc2c(c(=O)n(C)c(=O)n2C)n1Cc1cccc(C)c1 (stereo not drawn)	-7	-3	15	-2	14	-14	4	101
-15	2.9	5	COc1ccc(NC(=O)CS(=O)CC(=O)Nc2ccc(NC(C)=O)cc2)cc1 (stereo not drawn)	-6	-6	10	5	x	x	1	x
1	0.0	123	O=C(O)c1cn(-c2ccc(F)cc2)c(=O)c2ccccc12	-9	-3	6	15	-3	3	5	92
-10	-0.4	1	CCOC(=O)c1[nH]c2cc(OC)c(OC)cc2c1NC(=O)C(C)N1CCN(Cc2ccccc2)CC1 (stereo not drawn)	-13	2	4	-11	-38	38	-5	104
-3	0.8	x	Cc1ccc(S(=O)(=O)N(C)CCN(C)S(=O)(=O)c2ccc(C)cc2)cc1	4	x	-4	3	-19	19	-9	91
-1	-1.6	120	Cc1ccc(OCC(O)CN2CCN(Cc3ccc4c(c3)OCO4)CC2)cc1C (stereo not drawn)	-11	x	3	6	-5	5	9	97
-9	-0.3	17	Brc1cccc(OCCCCn2cncn2)c1	7	0	12	x	3	-3	-1	107
-5	1.2	-16	C[C@H](CO)N1C[C@H](C)[C@@H](CN(C)Cc2ccc3c(c2)OCO3)Oc2c(NC(=O)Cc3ccccc3)cccc2C1=O	-7	x	6	-6	37	-37	-2	105
-3	-1.3	-19	COc1ccccc1-c1cc(C(=O)NC2CCN(C)CC2)c2ccc(Cl)c(C)c2n1	-123	-4	-6	-7	-4	4	1	106
-10	0.4	-1	O=C1/C(=C/c2ccc3c(c2)OCO3)Oc2cc(OCC(=O)N3CCC[C@H]3C(=O)O)ccc21	2	x	-6	13	6	-6	-17	x
-9	-2.5	275	O=C(O)/C=C/c1cn(-c2ccccc2)nc1-c1cccs1	-11	-1	-1	-1	x	x	-1	92
-9	-2.4	23	Cc1ccc(S(=O)(=O)Nc2ccc3c(c2)OCCO3)cc1	-1	-1	-2	2	-25	25	-4	107
6	0.8	27	O=C(CCSCc1ccccc1F)NCc1cccs1	0	x	-3	14	-10	10	4	x
-15	0.5	86	COc1ccc(NC2c3ccccc3C(=O)N2Cc2ccccc2Cl)cc1OC (stereo not drawn)	-3	16	43	-8	17	-17	1	87
-12	1.8	-24	O=C(Nc1ccccc1NC(=O)c1ccco1)c1ccccc1	-9	4	-1	7	-6	6	0	93
-11	-0.1	220	CN(Cc1nccs1)C(=O)C1CCC(=O)N(CCc2cccc(F)c2)C1 (stereo not drawn)	7	-1	27	-4	-10	10	-4	x
15	-2.8	-8	CCN1CCN(C(=O)CCc2nnc(CCc3ccccc3OC)o2)[C@@H](C)C1=O	-3	-1	6	-3	5	-5	-9	103
-1	x	51	CCCCN(C)C1=Nc2cccc3cccc1c23	-7	2	11	2	21	-21	4	x
0	1.6	97	O=C1CSC(=S)N1c1cccc(Cl)c1	1	2	7	x	3	-3	5	97
-8	1.9	-8	Cc1c(Cl)c([N+](=O)[O-])nn1CCCC(=O)N(Cc1ccccc1)Cc1ccccc1	-13	0	9	-4	46	-46	-8	92
-6	-0.3	2	COc1nc(N(CC(N)=O)S(=O)(=O)c2ccccc2)nc(C)c1Cl	1	-3	48	-4	-14	14	5	88
4	-1.0	-10	O=C(NC12CC3CC(CC(C3)C1)C2)c1cc([N+](=O)[O-])ccc1N1CCOCC1	3	x	10	-1	-12	12	-5	113
-12	1.1	x	CSCCC(NC(=O)c1ccc(Cl)cc1Cl)C(=O)NCC(c1cccs1)N(C)C (stereo not drawn)	-7	3	-35	0	10	-10	-16	100
0	-0.4	6	Cc1ccc(C(=O)N2c3ccccc3NC(=O)C2C)cc1 (stereo not drawn)	-2	-3	7	2	14	-14	1	99
4	-0.9	-3	CC(=O)CN1C(=O)NC2(CCCc3ccccc32)C1=O (stereo not drawn)	2	-10	4	3	-6	6	2	99
6	1.0	-4	Cc1nnc(Sc2cc(C(=O)NCc3ccco3)c3ccccc3n2)s1	-24	x	30	-20	11	x	14	102
-3	1.1	x	O=C1OC(c2ccccc2)=N/C1=C\C=C\c1ccco1	-1	2	54	-2	7	-7	4	94
1	1.2	-2	O=S(=O)(NCC1CCCO1)c1ccccc1 (stereo not drawn)	-4	-9	0	x	-10	10	1	99
-9	1.7	x	CCOc1nc(SC(C(C)=O)C(=O)Nc2ccccc2)nc(N(C)C)n1 (stereo not drawn)	-7	-1	1	20	34	-34	-5	95
-1	-1.0	-1	COc1cc(-c2cc(C(=O)N(C)Cc3ccccc3)c3ccccc3n2)cc(OC)c1OC	0	-5	-8	-6	56	-56	3	104
-16	-1.5	-9	CCN1C(=O)[C@@H]2[C@H](C1=O)[C@@H]1C(=O)Nc3ccccc3C(=O)N1[C@@H]2c1ccc(Br)cc1	-10	x	-1	-4	-21	21	3	147
1	0.5	-5	COc1ccccc1N1CCN(C2CCCN(C(=O)c3ccccn3)C2)CC1 (stereo not drawn)	2	7	3	5	-17	17	-1	x
1	-1.2	-12	Cc1nc2ncnn2c(Nc2ccc3c(c2)OCCO3)c1C	-7	-1	28	-3	-3	3	-8	102
2	-1.6	-1	Cn1c(=O)c2c(n(C)c1=O)=NC1(CCCCC1)ON=2	5	6	-9	5	-4	4	-8	103
-2	-1.1	-13	COC(=O)COc1ccc(S(=O)(=O)N2CCc3ccccc3C2)cc1	-2	-3	-9	-5	-11	11	-3	85

# Not a hit list; about 4.7% have a hit in one of these screens.
